Compound activity deposited in PubChem by The Scripps Research Institute Molecular Screening Center.
OX1R antag-1 = blocks the human orexin 1 receptor. O43613. OX1R-expressing cells, FRET antagonist read-out. inhibition, % at 6.6 µM. hit rate 1.8% among 330,000. AID 485270; in the data active means inhibition mostly above about 38%, no sharp cut-off; inactive means mostly below about 40%;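 further: 0% = agonist challenge alone and 100% = reference antagonist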
Target sequence (O43613 whole entry, looked up): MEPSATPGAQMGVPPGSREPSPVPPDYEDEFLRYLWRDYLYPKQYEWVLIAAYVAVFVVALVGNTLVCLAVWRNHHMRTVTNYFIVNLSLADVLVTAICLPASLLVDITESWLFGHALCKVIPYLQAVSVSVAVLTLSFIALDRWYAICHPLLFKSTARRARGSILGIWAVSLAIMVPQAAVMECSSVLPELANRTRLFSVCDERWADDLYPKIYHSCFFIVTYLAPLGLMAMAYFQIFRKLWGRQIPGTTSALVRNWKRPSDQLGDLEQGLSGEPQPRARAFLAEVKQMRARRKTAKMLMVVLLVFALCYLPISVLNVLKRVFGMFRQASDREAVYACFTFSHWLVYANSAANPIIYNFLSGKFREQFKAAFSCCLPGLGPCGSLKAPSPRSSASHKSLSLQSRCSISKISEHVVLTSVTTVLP
OX1R antag-2 = blocks the human orexin 1 receptor; hit rate 0.43% among 330,000; O43613; inhibition, % at 5 µM; CHO/OX1R cells, Fluo-8 calcium fluorescence, orexin A; AID 434989;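 active means inhibition above its plate's threshold, mean inhibition of all tested compounds on the plate plus 3 SD, cut at about 37% in these data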;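 further: 0% = orexin A challenge wells and 100% = SB-334867-A antagonist wells; not every result past the cut was called active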
Starred values were filed as active, the others as inactive.

SMILES	OX1R antag-1	OX1R antag-2
NC(=S)NC(c1ccccc1)c1ccncc1 (centres undefined)	1	-16
O=C(CSc1nccn1-c1ccc(F)cc1)Nc1ccc2c(c1)OCO2	35	-10
O=C(COc1ccc2ccccc2c1)NCCn1ccc2ccccc21	17	-32
CC(C)CC(=O)N1CCC(N(CCc2ccccc2)Cc2ccccc2)CC1	6	-35
C/C(=C\c1ccccc1)C(=O)NC1CCSC1=O (centres undefined)	11	-11
CC(C)C(OC(=O)CN1C(=O)COc2ccccc21)C(=O)NC1CCCCC1 (centres undefined)	43	-32
Cn1cnnc1SCC(=O)Nc1cc(C(F)(F)F)ccc1N1CCOCC1	12	-31
O=C(CCn1c(=O)[nH]c2ccccc2c1=O)Nc1ccccc1	13	-18
CC1CCCC(C)N1CCNC(=O)C1CCN(S(=O)(=O)N2CCCCC2)CC1 (centres undefined)	11	-15
NS(=O)(=O)c1ccc(NN=C2CCN(Cc3ccccc3)CC2)c([N+](=O)[O-])c1	83*	8
CC(C)N1C(=S)SC(C)(C)C1n1oc(=O)n(-c2ccc(Cl)c(Cl)c2)c1=O (centres undefined)	10	-25
COc1cc2ncnc(NCc3cc(F)ccc3F)c2cc1OC	8	-11
O=C(C1CC1)N1CCc2cc(S(=O)(=O)N(CCO)Cc3ccccc3)ccc21	-1	-15
CCOC(=O)N1CCN(CC(O)COCc2cc(OC)c(OC)c(OC)c2)CC1 (centres undefined)	11	-10
Cc1ccc(NC(=O)CN(C)C(=O)C2CC(=O)N(Cc3ccccc3)C2)cc1 (centres undefined)	-6	-25
COCCCNC(=O)CN(CCc1ccccc1)S(=O)(=O)c1ccc(OC)cc1	6	-21
O=C(O)CSc1nnc(COc2cccc3cccnc23)n1-c1ccc(Cl)cc1	19	-11
O=C(CCn1cccc1)NCc1ccc2c(c1)OCO2	0	0
Cc1ccc(-c2nc(CS(=O)(=O)CC(=O)NCCCN3CCOCC3)c(C)o2)cc1	-1	-13
O=C(NCCCN1CCOCC1)c1ccc(Cl)cc1[N+](=O)[O-]	106*	-19
Cc1csc(NC(=O)c2sccc2C)n1	5	-14
O=C1CCN(Cc2ccccc2)S(=O)(=O)c2ccc(F)cc21	3	-14
COc1ccc(Cc2n[nH]c(=S)o2)cc1	14	-5
Cc1cc(C)n(C(=O)c2ccc(Cl)c(F)c2F)n1	19	2
O=C(NCCCN1CCOCC1)C1CC(=O)N(C2CCCCC2)C1 (centres undefined)	24	-4
CCN(CC)S(=O)(=O)c1ccc(Cl)c(NC(=O)COc2ccc(OC)cc2[N+](=O)[O-])c1	8	-29
CCn1c(=O)n(CC(=O)Nc2cc(OC)c(OC)c(OC)c2)c(=O)c2ccccc21	11	-22
Cc1cccc(C(=O)O/N=C/c2ccc(Br)cc2)c1	18	-27
O=C(CC1CCCC1)NNC(=O)c1ccc(Br)cc1	4	-9
CCOC(=O)C(Cc1ccccc1)NC(=O)CNC(=O)CNC(=O)OCc1ccccc1 (centres undefined)	13	-29
COc1cc(CNCc2ccccn2)ccc1OCc1ccc(Cl)cc1Cl	16	0
O=C(Cc1ccc(Br)cc1)Nc1ccccc1Sc1ccccc1	13	-16
Cn1cc(C(=O)N/N=C/C=C/c2ccccc2)ccc1=O	21	1
COc1cccc(C2c3[nH]c4ccccc4c3C[C@H]3C(=O)N(c4ccccc4C(=O)N4CCCC4C(=O)O)C(=O)N23)c1 (some centres undefined)	4	-13
CCOC(=O)CNC(=O)C(Cc1ccccc1)NS(=O)(=O)c1ccc2c(c1)CCC(=O)N2 (centres undefined)	7	-11
CCOC(=O)CSc1nnc2n1C(C)(C)Cc1ccccc1-2	10	-10
COc1ccc(NC(=O)C(=O)NCCN2CCN(C(=O)c3ccc(C(C)(C)C)cc3)CC2)cc1	2	-16
COC(=O)Nc1ccc(Cn2cc(C(F)(F)F)ccc2=O)cc1	8	-6
CC(=O)c1ccc(C(=O)N2CCC(n3nccc3NC(=O)C3CC3)CC2)cc1	30	-7
COc1ccc(CCNC(=O)CCCn2ncn3c(cc4occc43)c2=O)c(OC)c1	12	-38
Cc1cccc(NC(=O)Cn2nnc(C(=O)NCc3ccco3)c2N)c1	7	-9
O=C(NCc1cccnc1)C1CCN(S(=O)(=O)c2cc(Cl)ccc2Cl)CC1	11	-15
CC(c1cccnc1)N(C(=O)Nc1ccccc1)C1CCCCC1 (centres undefined)	2	-3
CSCCC(NC(=O)c1ccc(=O)n(C)n1)c1nc2ccccc2[nH]1 (centres undefined)	12	-17
COc1ccccc1C(=O)NCCNc1nc2cc(C)cc(C)c2cc1C#N	41	-11
COc1ccc(Br)cc1C(=O)N/N=C/c1ccc2c(c1)n(C)c(=O)n2C	37	-24
CCN(CC)S(=O)(=O)c1ccc(OC)c(NC(=O)CSc2cc(Cl)ccc2Cl)c1	17	-2
CCn1ncc(Br)c1C(=O)Nc1ccc2c(c1)OCCO2	11	-7
O=C(c1cc2cc(Br)ccc2oc1=O)N1CCCC1	13	-3
O=C(NCc1cccs1)c1noc2c1CCCCC2	21	-13
COc1ccc(N2CCc3c(C)nc(SC)nc32)cc1	9	-19
CC(C)CCN1CCN(Cc2cccs2)CC1CCO (centres undefined)	20	-10
CCOC(=O)/C(=C/Nc1ccc(F)c(F)c1)[N+](=O)[O-]	10	-10
O=C(CN(Cc1ccccc1Cl)C(=O)CNS(=O)(=O)c1ccccc1)NCC1CCCO1 (centres undefined)	21	-10
COc1ccccc1N1CCN(c2ccc(N3C(=O)CCC3=O)cc2[N+](=O)[O-])CC1	54	11
S=C(NCc1cccnc1)Nc1ccc(Cl)c(Cl)c1	2	19
COc1ccc(CNCc2cn(-c3cccc(F)c3)nc2-c2ccc(C)o2)cc1	7	-27
CC(=O)c1ccc(S(=O)(=O)NCC(=O)NC(c2nc3ccccc3[nH]2)C(C)C)cc1 (centres undefined)	1	-12
COc1cc(OC)c(C(=O)OCC(=O)Nc2nnc(-c3ccccc3)o2)cc1OC	-5	-6
CC(C)(C#N)NC(=O)C(=O)c1c(-c2ccccc2)cc2ccccn12	19	-15
(more compounds)
SMILES	OX1R antag-1	OX1R antag-2
O=C(CSc1nnc(COc2ccccc2)n1Cc1ccco1)Nc1ccc2c(c1)OCCO2	10	-5
O=C(NCC1CCCO1)c1sc2cc(Cl)ccc2c1Cl (centres undefined)	5	-21
CN1CCN(C(=O)C2=C[C@H](c3ccc(C(F)(F)F)cc3)C[C@H](OCc3ccc(CO)cc3)O2)CC1	7	-26
CC(C)(C)OC(=O)N1CCC(C(=O)N[C@@H](Cc2ccccc2)C(=O)O)(c2ccccc2)CC1	28	7
O=[N+]([O-])c1ccc(Oc2c(F)c(F)nc(N3CCCC3)c2F)cc1	10	-15
COc1cccc(NC(=O)c2cc([N+](=O)[O-])ccc2N2CCN(C)CC2)c1	18	-12
Cc1nnc(Nc2ccc(C(=O)NCCO)cc2)c2ccccc12	12	-11
Cc1cc(C)c(CN2CCC(n3nccc3NC(=O)C3CCCC3)CC2)cc1C	-3	-21
Cc1ccc(NC(=O)Nc2ccc(F)cc2)nc1	17	-11
Cc1c(Cl)cnc(NC(=O)CSc2n[nH]c(N)n2)c1Cl	3	-15
O=C(NCCOc1ccc(F)cc1)C1CCC(=O)N(CCCN2CCOCC2)C1 (centres undefined)	7	16
COc1ccc(CN(Cc2cccnc2)C(=S)NCCc2ccccc2)cc1OC	7	-30
COc1cc(/C=C/C(=O)OCC(=O)c2c[nH]c3ccccc23)ccc1OC(F)F	29	-11
Cc1ccc(Cn2c(SCc3cccnc3)nc3c2c(=O)n(C)c(=O)n3C)cc1	35	-27
CCCNC(=O)/C(C#N)=C1\N=C(NC(=O)c2ccco2)c2ccccc21	47*	-6
COc1cnn(-c2ccc(C)cc2)c(=O)c1SCc1ccccc1	17	-24
COc1cc(SC)ccc1C(=O)OCC(=O)NCC(C)C	2	-6
COc1ccc(CCN2C(=O)CC(C(N)=O)SC2=Nc2ccccc2)cc1OC (centres undefined)	12	-26
Cc1cc(NC(=O)CSc2nnc(C)n2-c2ccccc2)no1	9	1
Nc1cc(-c2ccc(OC(F)(F)F)cc2)nn1-c1ccc(Cl)c(Cl)c1	13	-16
COc1ccccc1NC(=S)N1CC(C)OC(C)C1 (centres undefined)	6	-4
Cc1ccc(-n2cc3ccc([N+](=O)[O-])cc3n2)cc1	44	-20
Cc1noc(C)c1C(=O)OC(C)C(=O)Nc1ccc(S(=O)(=O)NC(C)C)cc1 (centres undefined)	15	8
CCc1nnc(NC(=O)CSc2nc(SC)ns2)s1	21	-6
CCN1C(=O)c2ccc(C(=O)Nc3ncc(C)s3)cc2C1=O	35	-1
CC(C)C(=O)NC(NC(=O)C(C)C)c1ccc([N+](=O)[O-])cc1	33	12
O=C(c1ccc(S(=O)(=O)NCc2ccco2)cc1)N1CCN(Cc2ccccc2)CC1	9	-23
NNC(=O)c1csc(-c2cccc(C(F)(F)F)c2)n1	16	-19
Cc1nn(C)c(C(=O)NNC(=S)Nc2ccc(F)cc2)c1[N+](=O)[O-]	-6	-11
CN(C)C(/C=C/Nc1cccc(Br)c1)=C(C#N)C#N	20	-15
Cc1cc(C)cc(NC(=O)COC(=O)c2cccc(S(=O)(=O)N3CCCCC3)c2)c1	10	-24
Cc1sc2ncn(CC(=O)NCCCC(=O)N3CCN(c4ncccn4)CC3)c(=O)c2c1C	25	-34
O=C(CN1C2CCCC1CC(NC(=O)C1CCCCC1)C2)Nc1ccccc1 (centres undefined)	11	-35
COc1ccc(OC)c(S(=O)(=O)Nc2ccccc2F)c1	9	-11
O=S1(=O)NC(CC2=CCCCC2)C2CCCCC2O1 (centres undefined)	27	-3
Cc1cccc(C(=O)C2CCOC(C)(C)C2)c1 (centres undefined)	5	-9
Cc1nc2c(ncn2-c2ccccc2)c(=O)n1NC(=O)CN1CCCCC1	5	-7
O=C(CCCCCNC(=O)N1CCn2c1nc1ccccc12)N[C@@H](C(=O)O)c1ccccc1	2	-2
COC(=O)c1ccc(NC(=O)c2ccccc2CC[N+](=O)[O-])cc1	13	-39
O=C(Nc1ccccc1Cl)c1cccc(NC(=O)C2CCCC2)c1	18	-23
Cc1ccc(C(=O)Nc2sc3c(c2C(=O)O)CCCCC3)o1	39	-12
CCOC(=O)NCc1ccc(CNC(=O)OCC)cc1	3	-12
Cc1ccc(CNC(=O)CCC(=O)c2cccs2)cc1	13	-3
Cc1ccc(C)c(NC(=O)CSc2nc(C)cs2)c1	1	-7
CCc1ccc(CNC(=O)C2CCN(S(=O)(=O)N3CCC4(CC3)OCCO4)CC2)cc1	7	-73
COc1cc(CCC(=O)Oc2ccc(C(C)=O)cc2)cc(OC)c1OC	7	-8
O=C(CN1C(=O)COc2ccc(S(=O)(=O)N3CCOCC3)cc21)Nc1cccc(Cl)c1	7	-8
CCN(CC(=O)Nc1ccccc1C(F)(F)F)C(=O)COc1cccc2c1OC(C)(C)C2	18	-11

Laid out differently: 4 of the compounds above.
SMILES,OX1R antag-1,OX1R antag-2
COc1ccccc1N1CCN(c2ccc(N3C(=O)CCC3=O)cc2[N+](=O)[O-])CC1,54,11
Cc1ccc(CNC(=O)CCC(=O)c2cccs2)cc1,13,-3
O=C(NCCOc1ccc(F)cc1)C1CCC(=O)N(CCCN2CCOCC2)C1 (centres undefined),7,16
Cc1ccc(C(=O)Nc2sc3c(c2C(=O)O)CCCCC3)o1,39,-12

Profiles as entered above. Screens in order: OX1R antag-1, OX1R antag-2
COc1cc(CCC(=O)Oc2ccc(C(C)=O)cc2)cc(OC)c1OC is entered as 7, -8
CCOC(=O)NCc1ccc(CNC(=O)OCC)cc1 is entered as 3, -12
Cc1ccc(C)c(NC(=O)CSc2nc(C)cs2)c1 is entered as 1, -7
Cc1ccc(C(=O)Nc2sc3c(c2C(=O)O)CCCCC3)o1 is entered as 39, -12
Cc1ccc(CNC(=O)CCC(=O)c2cccs2)cc1 is entered as 13, -3

Carrying on:
SMILES	OX1R antag-1	OX1R antag-2
Cc1ccccc1NC(=S)NCCc1ccc(S(N)(=O)=O)cc1	15	-16
O=C(Cc1ccc(Cl)cc1)NCC(=O)N1CCN(Cc2ccccc2)CC1	6	-3
CCCn1c2ccccc2c2nnc(SCc3[nH]c(=O)[nH]c3C(=O)CCCCC(=O)OCC)nc21	19	-40
CCCCCNC(=O)C(C)Sc1ccc(Cl)cc1 (centres undefined)	12	-13
O=C1CCN(c2ccc([N+](=O)[O-])cc2F)CC1	22	-12
O=C(O)c1ccc(COc2ccc3c(c2)CCC3)cc1	3	9
O=C(NC1CCCCC1)c1ccccc1NC(=O)C1CC(=O)N(c2ccc(Cl)cc2)C1 (centres undefined)	5	-17
COc1cc(S(=O)(=O)N(Cc2ccccc2)CC2CCCO2)ccc1-n1cnnn1 (centres undefined)	5	-29
CC(C)CN(C(=O)c1ccc(C(F)(F)F)cc1)c1c(N)n(CC(C)C)c(=O)[nH]c1=O	6	-4
CN1CCN(C(=O)c2ccc(CSc3nc4ccncc4n3Cc3ccc(F)cc3)cc2)CC1	2	-1
Cc1cccc(Nc2c([N+](=O)[O-])c(=O)n(C)c3ccccc23)c1	23	-18
Cc1ccccc1C(=O)N1CCC(n2nccc2NC(=O)CCOc2ccccc2)CC1	2	-25
O=C(c1cccs1)N(Cc1ccco1)Cc1cc2ccccc2[nH]c1=O	16	-31
CCOc1ccc2cc(C3CC(c4ccco4)=NN3S(=O)(=O)c3ccccc3)c(Cl)nc2c1 (centres undefined)	28	-24
CCC1CCCCN1C(=O)CSc1n[nH]c(N)n1 (centres undefined)	7	-21
O=C1CN(C(=S)Nc2ccc(OC(F)F)cc2)CCN1	3	-11

Rows were taken by chance; any-hit rate near 2.1%.
